# CatL block = inhibitors of human cathepsin L, biochemical. Procathepsin L (Homo sapiens), P07711. purified cathepsin L, fluorogenic substrate, fluorescence. inhibition, %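 (tested at 10 µM)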. 58,000 compounds, 0.17% hits. AID 460, 2006; in the data active = inhibition above about 45%;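 also: 0% = enzyme with no compound and 100% = no enzyme blank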
# C1s block = complement C1s protease inhibitors, primary screen, biochemical, 10-compound mixtures. Complement C1s subcomponent (Homo sapiens), P09871. purified C1s, fluorogenic AMC substrate, pooled mixtures. mean inhibition % of two 10-compound mixtures (stronger effect = higher value), % at 5 µM (by protocol). 62,000 compounds, 0.16% hits;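 active = inhibition above 20% in each of the two 10-compound mixture wells holding the compound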;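 also: 0% = enzyme wells lacking compound mixture and 100% = no-enzyme blank wells; some compounds called inactive have numbers as strong as hits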
# Target sequence (P09871 16-437 limits assumed): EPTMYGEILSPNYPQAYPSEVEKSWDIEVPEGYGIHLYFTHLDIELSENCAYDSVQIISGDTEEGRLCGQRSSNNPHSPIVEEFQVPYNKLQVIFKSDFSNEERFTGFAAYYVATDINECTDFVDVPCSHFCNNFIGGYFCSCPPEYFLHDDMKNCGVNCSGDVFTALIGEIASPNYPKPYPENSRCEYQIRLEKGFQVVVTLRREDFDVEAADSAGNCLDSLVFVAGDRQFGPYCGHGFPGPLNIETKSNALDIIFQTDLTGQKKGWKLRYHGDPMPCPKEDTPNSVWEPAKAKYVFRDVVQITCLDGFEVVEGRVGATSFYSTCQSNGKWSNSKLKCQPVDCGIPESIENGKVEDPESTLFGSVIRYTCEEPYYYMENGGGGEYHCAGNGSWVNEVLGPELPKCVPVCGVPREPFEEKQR
# Target sequence (P09871 438-688 limits assumed): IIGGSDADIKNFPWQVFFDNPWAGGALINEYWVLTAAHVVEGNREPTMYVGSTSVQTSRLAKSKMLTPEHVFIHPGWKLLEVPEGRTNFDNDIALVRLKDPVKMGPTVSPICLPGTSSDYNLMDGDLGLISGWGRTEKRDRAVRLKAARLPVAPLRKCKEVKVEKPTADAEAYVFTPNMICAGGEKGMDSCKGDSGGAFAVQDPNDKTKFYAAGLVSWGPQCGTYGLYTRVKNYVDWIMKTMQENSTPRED
# CatG inh = human cathepsin G inhibitors, primary screen, biochemical, pooled compound mixtures, AMC fluorescence. inhibition, % at 5 µM (by protocol). 62,000 compounds, 0.2% hits. AID 581, 2007. purified enzyme, AMC-tetrapeptide fluorescence. P08311;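 active = inhibition above 20% in each of the two mixture wells holding the compound; inactive = inhibition of 20% or less in either well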;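 also: 0% = enzyme control without mixture and 100% = blank lacking enzyme; strong numbers were not always called active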
# Target sequence (P08311 21-244 limits assumed): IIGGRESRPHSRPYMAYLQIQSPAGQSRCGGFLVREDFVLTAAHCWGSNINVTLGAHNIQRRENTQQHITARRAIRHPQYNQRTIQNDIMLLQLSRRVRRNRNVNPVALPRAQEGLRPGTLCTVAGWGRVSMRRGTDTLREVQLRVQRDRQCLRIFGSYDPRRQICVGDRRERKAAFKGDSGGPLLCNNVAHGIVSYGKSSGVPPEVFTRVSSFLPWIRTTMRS
# CatB block = human cathepsin B inhibitors, primary screen, biochemical, fluorogenic substrate; P07858; purified cathepsin B, fluorescence; inhibition, %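 (tested at 10 µM)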; 63,000 compounds, 0.1% hits; AID 453, 2006; in the data active = inhibition above about 21%;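 also: 0% = enzyme with no compound and 100% = no enzyme blank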
# FXIa inh mix = FXIa protease inhibitors in compound pools, primary screen, biochemical, 10-compound mixtures; purified FXIa, fluorogenic substrate, pooled mixtures; 62,000 compounds, 0.19% hits; inhibition, % at 5 µM; Coagulation factor XI (Homo sapiens), P03951;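 also: each value is inhibition by a whole ten-compound pool holding the compound; 0% = enzyme with no mixture and 100% = wells lacking enzyme; strong numbers were not always called active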
# AP ELISA ortho = alternative complement pathway inhibitors, primary screen, biochemical, ELISA, human serum, orthogonally pooled compounds | LPS-coated ELISA, C3 deposition; tested in compound mixtures | inhibition, % at 5 µM | 62,000 compounds, 0.08% hits | AID 1235, 2008;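 active = inhibition above 30% in each of the two pooled mixtures holding the compound, so the lower value exceeds 30%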;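 also: 0% = serum in Mg-EGTA without compound and 100% = EDTA serum blank; some compounds past the cut are filed as inactive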
#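 Assay system: Human serum alternative complement pathway, C3 deposition on LPS-coated wells | Incubation: 1 h serum-compound exposure at 37 °C | Doses: 5 µM per compound in ten-compound mixtures | Read-out: Percent inhibition | Technique: ELISA with HRP anti-human C3 antibody, TMB substrate, absorbance 450 nm | Replication: Two pool placements per compound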
# CatB mix inh = cathepsin B inhibitors from pooled compounds, primary screen, biochemical, compound mixtures, AMC fluorescence | inhibition, %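 (ten-compound pools at 5 µM per compound and 50 µM total)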 | P07858 | Purified cathepsin B, AMC dipeptide fluorescence | AID 488, 2006 | 62,000 compounds, 0.06% hits; in the data active = inhibition above about 22%, passing the limit was not always enough;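 also: 0% = enzyme without compound and 100% = no enzyme blank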
# CatS inh = inhibitors of human cathepsin S, biochemical, compound mixtures; recombinant cathepsin S, AMC dipeptide fluorescence, pooled mixtures; inhibition, %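 (tested at 5 µM per compound within 10-compound mixtures)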; 62,000 compounds, 0.06% hits; AID 501, 2006; in the data active = inhibition above about 32%, passing the limit was not always enough;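 also: 0% = enzyme without compound and 100% = blank without enzyme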
# FXIIa mix inh = human factor XIIa inhibitors, primary screen, biochemical, pooled compound mixtures, fluorogenic substrate; Coagulation factor XII (Homo sapiens), P00748; purified FXIIa; inhibition, % at 5 µM; 62,000 compounds, 0.2% hits; AID 684, 2007;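 also: 0% = enzyme without compound and 100% = no enzyme blank; some results filed as inactive read as strong as hits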
# Numbers without * were called inactive; . = no result given. Rule as the data show it, unless noted: active = inhibition above about 20% (passing the limit was not always enough); inactive = the rest. Only part of the results is shown (hit frequency here may not be typical).
SMILES,CatL block,C1s block,CatG inh,CatB block,FXIa inh mix,AP ELISA ortho,CatB mix inh,CatS inh,FXIIa mix inh
Cc1ccccc1-c1nnc(-c2ccccc2)o1,6,-29,6,4,9,8,0,-7,-14
COc1ccc(C2N(C(=O)c3ccccc3)CCN2C(=O)c2ccccc2)cc1,10,15,12,0,6,0,1,1,9
FC(F)(F)c1ccc2c(c1)nc1n2CCCC1,-9,-8,-7,-3,2,5,-2,-3,3
Cc1ccc(N2OC3C(=O)NC(=O)C3C2c2ccco2)cc1 (centres undefined),9,2,1,1,1,0,0,3,7
NCCCC(=O)N1c2ccccc2Sc2ccccc21,6,10,8,3,5,13,1,2,-3
C=CCn1c(=O)c2ccccc2n2c(SCC(=O)c3ccccc3)nnc12,10,8,11,6,5,16,6,-1,-13
O=P(O)(CN1CCCCC1)CN1CCCCC1,4,14,13,.,9,9,1,-2,6
CCc1ccc(C2CC(=O)N3CN(c4ccccc4)CSC3=C2C#N)cc1 (centres undefined),0,2,-1,3,9,8,4,5,10
CCOC(=O)CSc1nc2ccccc2c(=O)n1CC1CCC(C(=O)NCc2ccco2)CC1 (centres undefined),-2,-5,0,0,6,14,1,-6,-1
CN(C)/C=C1\C(=O)c2ccc(N(C)C)nc2CC1c1ccccc1 (centres undefined),-8,5,7,-2,9,15,2,-7,-11
CN1CCN(C2=Nc3ccccc3Oc3ccc(Cl)cc32)CC1,7,5,1,-1,7,18,7,3,7
COC(=O)c1ccc(CSc2nnc(CNC(=O)COc3ccc(Cl)cc3)o2)o1,-10,-11,8,0,5,20,3,23,7
COCC(=O)NC1CCN(C(=O)Nc2ccc(Br)cc2)CC1,-6,-2,-1,-5,4,1,5,2,12
CCCC(CCC)C(=O)OC1C[C@H]2CC[C@@H](C1)[N+]2(C)C (some centres undefined),1,-15,3,4,3,3,8,6,-3
O=C(NCCN1CCOCC1)c1cc(-c2cccs2)on1,8,4,-1,-5,4,14,5,-2,10
CC(=O)[C@@]1(O)CC[C@H]2[C@@H]3C[C@H](C)C4=CC(=O)C=C[C@]4(C)[C@@]3(F)[C@@H](O)C[C@@]21C,16,1,0,-2,11,16,5,-7,0
COc1ccc2cc(C(=O)N3CCOCC3)sc(=O)c2c1OC,14,9,-2,5,-3,1,4,11,-17
CC(C)CCNC(=O)CN(C(=O)CCC(=O)Nc1ccccn1)c1ccc2c(c1)OCO2,8,2,-1,-1,-2,3,7,1,6
CCc1nnc(NC(=O)c2ccc(S(=O)(=O)N3CCOCC3)cc2)s1,20,6,1,-2,2,10,0,10,0
COc1ccc2[nH]c(=O)c(CN(CCCN3CCOCC3)C(=O)NCc3ccccc3)cc2c1,-16,-22,-3,4,3,10,4,12,1
O=C(c1ccco1)N1CCN(C(=O)C2(S(=O)(=O)c3ccc(Cl)cc3)CC2)CC1,14,3,7,6,-2,4,-4,8,16
O=C(Cn1ccc2ccccc2c1=O)Nc1ccc2c(c1)OCO2,9,8,8,4,4,8,1,0,-19
O=S(=O)(NC1CC1)c1ccc(S(=O)(=O)N2CCCc3ccccc32)cc1,26,4,0,3,2,-9,3,3,11
O=C(O)c1ccccc1C(=O)NCC(O)COCC1CC=CCC1 (centres undefined),.,-8,7,-1,3,11,-1,-4,3
CSc1nnc(-c2cnccn2)n1CCCN1CCCC1=O,.,-1,5,5,-3,11,1,-4,4
CC1CCCCC1NC(=O)C1CCN(S(=O)(=O)c2ccc3c(c2)CCC(=O)N3)CC1 (centres undefined),.,-39,-1,0,10,11,5,7,5
CC(C)n1c(CNC(=O)c2ccccc2)nc2ccccc21,11,2,12,-2,3,9,1,-1,11
Cc1ccc(-c2noc(CCC(N)=O)n2)cc1,10,15,11,2,1,15,5,0,5
COc1ccc(CN(CC(=O)NCC2CCCO2)C(=O)CNS(=O)(=O)c2ccc(C)cc2)cc1 (centres undefined),1,0,8,3,0,15,-6,-7,1
CCN(CC)C(=O)N1CCC(NC(=O)c2ccc(C(C)(C)C)cc2)CC1,2,19,13,-1,21,6,7,15,1
CCS(=O)(=O)N1CCN(CC2CC3C=CC2C3)CC1 (centres undefined),7,-4,-3,-10,7,16,-4,-15,0
C/C(N)=C(/C#N)C(=O)COC(=O)c1cc(C)n(-c2ccc(F)cc2)c1C,-8,6,3,2,8,10,8,-3,1
Cc1nc2nc(SCC(=O)NCc3ccco3)nn2c(C)c1Cc1c(F)cccc1Cl,6,1,-1,-5,4,4,3,5,27
Cc1cc(Nc2ccccc2)nc(-c2ccccc2O)n1,-9,-11,-1,-6,8,20,6,-5,-7
O=C(Nn1cnnc1)C1Cc2ccccc2CN1S(=O)(=O)c1ccc(F)cc1 (centres undefined),17,17,15,7,11,6,8,10,-2
CCOC(=O)N1CCN(c2nc(-c3ccco3)cc(C(F)(F)F)n2)CC1,2,-19,-4,-4,-2,6,1,43,5
O=C(NCCc1ccccc1)C1CCCN(S(=O)(=O)c2cccc3nsnc23)C1 (centres undefined),-2,17,11,-1,2,9,5,-1,5
CCc1cccc(C)c1NC(=O)C1C2CCC(O2)C1C(=O)O (centres undefined),13,15,11,5,6,1,2,11,4
Cn1nc(CC(=O)Nc2cccnc2N2CCOCC2)c2ccccc2c1=O,4,9,7,3,5,16,3,0,1
CCOC(=O)c1[nH]nc(N)c1NC(=O)c1ccc(Cl)cc1Cl,1,-12,-10,-3,1,-17,0,12,2
COc1ccc(-c2nn3c(-c4ccco4)nnc3s2)cc1OC,-3,39,-9,1,7,-7,1,-5,0
N#Cc1ccc(CN2CCN(C(=O)c3ccccc3)CC2)c(Cl)c1,-10,0,-4,0,7,-5,0,13,7
O=c1cc(N2CCc3ccccc3C2)[nH]c(=O)n1-c1ccc(Br)cc1,3,-29,3,2,11,19,5,-3,6
CCOC(=O)CSC1=NC(=O)CS1,.,24,2,8,0,3,3,18,4
Cc1ccc(C)c2[nH]c(=O)c(CCNC(=O)CC(C)C)cc12,1,4,11,3,0,12,5,5,8
CC(=O)c1ccc(N2CCN(C(=O)c3ccc(Br)cc3)CC2)c(F)c1,.,-98,-13,0,-14,3,-9,-16,11
CC1(C)N=C(c2ccc(Cl)cc2)C(=O)N1,18,-15,9,4,6,8,3,4,2
Cc1ccc(C(C)NC(=O)c2cc(C)oc2C)cc1 (centres undefined),10,-48,-8,5,7,-18,-1,11,2

# 14 compounds out of the list, ordered by molecular weight, falling.
SMILES,CatL block,C1s block,CatG inh,CatB block,FXIa inh mix,AP ELISA ortho,CatB mix inh,CatS inh,FXIIa mix inh
Cc1nc2nc(SCC(=O)NCc3ccco3)nn2c(C)c1Cc1c(F)cccc1Cl,6,1,-1,-5,4,4,3,5,27
O=C(NCCc1ccccc1)C1CCCN(S(=O)(=O)c2cccc3nsnc23)C1 (centres undefined),-2,17,11,-1,2,9,5,-1,5
CC(=O)c1ccc(N2CCN(C(=O)c3ccc(Br)cc3)CC2)c(F)c1,.,-98,-13,0,-14,3,-9,-16,11
O=C(Nn1cnnc1)C1Cc2ccccc2CN1S(=O)(=O)c1ccc(F)cc1 (centres undefined),17,17,15,7,11,6,8,10,-2
CCOC(=O)N1CCN(c2nc(-c3ccco3)cc(C(F)(F)F)n2)CC1,2,-19,-4,-4,-2,6,1,43,5
C/C(N)=C(/C#N)C(=O)COC(=O)c1cc(C)n(-c2ccc(F)cc2)c1C,-8,6,3,2,8,10,8,-3,1
CCOC(=O)c1[nH]nc(N)c1NC(=O)c1ccc(Cl)cc1Cl,1,-12,-10,-3,1,-17,0,12,2
N#Cc1ccc(CN2CCN(C(=O)c3ccccc3)CC2)c(Cl)c1,-10,0,-4,0,7,-5,0,13,7
CCc1cccc(C)c1NC(=O)C1C2CCC(O2)C1C(=O)O (centres undefined),13,15,11,5,6,1,2,11,4
Cc1ccc(C)c2[nH]c(=O)c(CCNC(=O)CC(C)C)cc12,1,4,11,3,0,12,5,5,8
Cc1cc(Nc2ccccc2)nc(-c2ccccc2O)n1,-9,-11,-1,-6,8,20,6,-5,-7
Cc1ccc(C(C)NC(=O)c2cc(C)oc2C)cc1 (centres undefined),10,-48,-8,5,7,-18,-1,11,2
CC1(C)N=C(c2ccc(Cl)cc2)C(=O)N1,18,-15,9,4,6,8,3,4,2
CCOC(=O)CSC1=NC(=O)CS1,.,24,2,8,0,3,3,18,4

# (more compounds)
SMILES,CatL block,C1s block,CatG inh,CatB block,FXIa inh mix,AP ELISA ortho,CatB mix inh,CatS inh,FXIIa mix inh
Cc1ccc(C(=O)CSC2=NC(N)=C(C#N)C3(CCCCC3)C2C(N)=O)cc1 (centres undefined),-4,11,11,0,5,18,4,-1,0
N#CC1=C(N)Oc2n[nH]c(-c3ccc(F)cc3)c2C1c1cccc(OC(=O)N2CCOCC2)c1 (centres undefined),3,12,9,2,7,9,1,-6,-4
Cc1cccc(C(=O)N2CCN(C(=O)c3cccc(C)c3)C(C)C2)c1 (centres undefined),1,-16,-12,2,-4,-9,-1,18,7
CCC(C)NS(=O)(=O)c1ccc(NC(=O)c2c(-c3ccccc3)noc2C)cc1 (centres undefined),.,3,10,2,4,18,4,2,8
C=CCN1C(=NC(=O)CCCC(=O)O)SC2CS(=O)(=O)CC21 (centres undefined),3,1,3,6,6,-3,1,-7,6
Cc1ccc2cc3c(NC(=O)c4cccnc4)nn(C)c3nc2c1,17,-15,-1,-1,-2,-22,-2,-1,1
CC1=C(C(=O)OCC2CCCO2)C(c2ccncc2)C2=C(CCCC2=O)N1 (centres undefined),-14,-71,2,2,-14,8,-5,-16,3
CC(=O)CC(=O)Nc1ccccc1NC(C)=O,7,-12,4,1,-8,13,-1,-4,-16
COc1ccc(C2C3=C(CC(C)(C)CC3=O)Oc3ncn(CC(C)C)c(=N)c32)cc1 (centres undefined),29,-77,-7,6,-24,2,-10,-12,-11
CC(OC(=O)c1cc[n+]([O-])cc1)C(=O)Nc1ccc(Cl)cn1 (centres undefined),-12,-12,-4,1,7,11,-2,-18,4
O=C(O)CCC(NC(=O)OCc1ccccc1)C(=O)O (centres undefined),21,4,7,0,5,0,3,7,-17
CC(=O)Nc1ccc(S(=O)(=O)N(C)S(=O)(=O)c2ccc(F)cc2)cc1,5,3,-4,1,3,-11,1,-7,0
O=C(CCCn1c(SCC(=O)NCC2CCCO2)nc2ccccc2c1=O)NCC1CCCO1 (centres undefined),-1,1,-2,-4,2,12,3,-6,9

# Compound activity: PubChem, PCMD
